High-throughput results as filed in PubChem BioAssay.
Pol iota inh = blocks human DNA polymerase iota activity; Q9UNA4; Pol iota fluorescent replication assay, 10 min; Potency, µM (top dose mostly 115 µM), for the others: top-dose activity, negative = inhibition, actives largely listed as inhibitors; 390,000 tested, 1% active; AID 588590; note: potency is the fitted concentration of half-maximal effect
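Pol iota at 10 nM preincubated 15 min with compounds at room temperature; reaction started with fluorescent substrate, 50 nM final. Fluorescence read kinetically at 0 and 10 min; buffer-only wells as negative control.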
BLM helicase inh = blocks DNA unwinding by human BLM helicase; AID 2528; 350,000 tested, 0.2% active; recombinant BLM DNA unwinding, fluorescence dequenching; Potency, µM (top dose mostly 56.1 µM), for inactives: at the highest dose activity change, negative = inhibition, usual class: inhibitors; P54132;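 note: potency is the fitted concentration of half-maximal effect; plate controls were vehicle for no effect and no enzyme for full effect; nearly all actives have a fitted effect of over 35% in size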
POLH inh = blocks human DNA polymerase eta activity. Q9Y253. recombinant Pol eta, fluorescent DNA replication assay. 390,000 tested, 1.2% active. Potency, µM (highest dose often 114 µM), inactives show at the highest dose activity change, negative = inhibition, usual class: inhibitors; note: potency is the fitted concentration of half-maximal effect; % is set by controls: 0 for no effect and ±100 for the full control effect
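Fluorescent replication assay: 50 nM final substrate added after a 15 min room-temperature compound preincubation with 10 nM enzyme. Signal taken at 0 min and again at 10 min.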
POLB inh = blocks human DNA polymerase beta activity | P06746 | Pol beta primer extension/strand displacement, fluorescence kinetic | Potency, µM (top dose mostly 114 µM), for the others: at the top dose activity change, negative = inhibition, actives largely listed as inhibitors | 340,000 tested, 1.3% active; note: potency is the fitted concentration of half-maximal effect; % is set by controls: 0 for no effect and ±100 for the full control effect
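Preincubation: enzyme (10 nM) with compound, 15 min, RT. Reaction: substrate added to 50 nM final. Reads: 0 and 10 min. Analysis: normalized, Hill fit.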
Apoferritin bind = binds horse apoferritin like a general anesthetic. AID 485281. Potency, µM (highest dose often 77.5 µM), for the others: at the highest dose activity change, negative = displacement, most hits filed as inhibitors. 350,000 tested, 0.074% active. apoferritin/1-aminoanthracene competitive binding, fluorescence. P02791; note: potency is the fitted concentration of half-maximal effect; % is set by controls: 0 for no effect and ±100 for the full control effect; nearly all actives have a fitted effect of over 20% in size
Target sequence (P02791 2-175 limits assumed): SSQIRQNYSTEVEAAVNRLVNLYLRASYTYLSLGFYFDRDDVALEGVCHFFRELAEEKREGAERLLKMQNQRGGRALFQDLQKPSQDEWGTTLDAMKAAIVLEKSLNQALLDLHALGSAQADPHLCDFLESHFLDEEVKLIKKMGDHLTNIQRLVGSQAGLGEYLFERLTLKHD
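Concentration-response curves derived by four-parameter Hill fitting of normalized fluorescence, where compounds displaced 1-AMA from 10 uM horse apoferritin following a brief 10 min room-temperature incubation; propofol titration acted as positive control.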
PGK inhibitor = inhibitors of T. brucei phosphoglycerate kinase; P07378; PGK/GAPDH coupled, Kinase-Glo luminescence, 60 min; Potency, µM (titrated, usually from 57.5 µM), for inactives: at the highest dose activity change, negative = inhibition, actives largely listed as inhibitors; 380,000 tested, 0.043% active; AID 602233; note: potency is the fitted concentration of half-maximal effect; % is set by controls: 0 for no effect and ±100 for the full control effect; nearly all actives have a fitted effect of over 60% in size
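Recombinant glycosomal PGK reaction used 1,3-bisphosphoglycerate generated in-well by GAPDH (100nM final) in 100mM TEA pH 7.6, 5mM MgCl2, 0.01% Tween-20. After 60 minutes at room temperature, ATP was read by Kinase-Glo Plus luminescence end-point.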
APEX1 inh = inhibitors of human APE1 endonuclease; 350,000 tested, 0.35% active; P27695; Potency, µM (top dose mostly 65.8 µM), without a hit: at the top dose activity change, negative = inhibition, most hits filed as inhibitors; recombinant APE1, TAMRA/BHQ-2 abasic DNA cleavage fluorescence; AID 2517;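 note: potency is the fitted concentration of half-maximal effect; plate controls were vehicle for no effect and reference inhibitor for full effect; nearly all actives have a fitted effect of over 55% in size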
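Enzyme (0.75 nM final) and test compound are incubated 15 min at room temperature before adding 50 nM quenched THF abasic-site duplex. Cleavage dequenches TAMRA, followed at 525/598 nm over three reads one minute apart.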
POLK inh = inhibitors of human DNA polymerase kappa. AID 588579. Potency, µM (doses to about 107 µM), for inactives: top-dose activity, negative = inhibition, most hits filed as inhibitors. purified Pol kappa, fluorescent DNA synthesis assay, 10 min. Q9UBT6. 400,000 tested, 0.53% active; note: potency is the fitted concentration of half-maximal effect; % is set by controls: 0 for no effect and ±100 for the full control effect
Target sequence (Q9UBT6 whole entry, looked up): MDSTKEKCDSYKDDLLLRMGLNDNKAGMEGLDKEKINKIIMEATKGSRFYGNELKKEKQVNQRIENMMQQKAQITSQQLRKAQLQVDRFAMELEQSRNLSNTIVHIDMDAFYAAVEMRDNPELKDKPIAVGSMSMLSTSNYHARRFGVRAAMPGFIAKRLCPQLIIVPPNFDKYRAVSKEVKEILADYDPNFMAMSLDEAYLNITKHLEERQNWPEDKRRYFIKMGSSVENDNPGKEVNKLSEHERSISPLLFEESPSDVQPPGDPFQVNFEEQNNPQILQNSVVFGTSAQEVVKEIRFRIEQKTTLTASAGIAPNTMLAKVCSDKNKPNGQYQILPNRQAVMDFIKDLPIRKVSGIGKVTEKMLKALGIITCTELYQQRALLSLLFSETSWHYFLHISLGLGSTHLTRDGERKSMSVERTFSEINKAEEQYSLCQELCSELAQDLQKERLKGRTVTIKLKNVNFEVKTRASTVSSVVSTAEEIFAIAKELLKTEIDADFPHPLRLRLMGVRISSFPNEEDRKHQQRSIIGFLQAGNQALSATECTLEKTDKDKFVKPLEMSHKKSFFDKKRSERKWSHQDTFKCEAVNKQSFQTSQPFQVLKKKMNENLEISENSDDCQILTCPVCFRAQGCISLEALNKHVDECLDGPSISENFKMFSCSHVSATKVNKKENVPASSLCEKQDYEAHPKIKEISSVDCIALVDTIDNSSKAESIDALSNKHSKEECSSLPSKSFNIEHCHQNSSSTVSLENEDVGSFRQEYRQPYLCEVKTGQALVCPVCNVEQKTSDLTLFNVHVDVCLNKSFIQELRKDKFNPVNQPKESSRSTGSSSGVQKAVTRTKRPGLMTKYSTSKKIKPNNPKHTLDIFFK
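10 nM Pol kappa preincubated 15 min at room temperature with compounds, then reaction started with substrate at 50 nM final. Fluorescence read kinetically at 0 and 10 min; buffer-only wells served as negative control.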
RXFP1 antag = antagonists of human relaxin receptor RXFP1; Q9HBX9; HEK293-RXFP1, relaxin-stimulated cAMP HTRF, 30 min; hits give low values; activity change, negative = inhibition, % at 57.5 µM; 350,000 tested, 0.59% active;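 active = activity change of -60% or lower, but not beyond a set lower limit; inconclusive = change between -60% and -40%, or beyond the set limit; inactive = change above -40%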; note: % is set by controls: 0 for no effect and ±100 for the full control effect
Numbers without * were called inactive; i = inactive; ? = inconclusive; . = not tested or not shown; & = joins results of further samples; [ ] = another dose, or the depositor's remark. Unless noted, calls come from the whole dose curve; as a rule, active = well fitted curve in the direction sought with a large enough effect; inconclusive = small, poorly fitted or top-dose-only effect, or another doubt; inactive = no such curve, though single readings can be large; an effect the other way counts as inactive or inconclusive.

SMILES	Pol iota inh	BLM helicase inh	POLH inh	POLB inh	Apoferritin bind	PGK inhibitor	APEX1 inh	POLK inh	RXFP1 antag
CC(Oc1cc2oc(=O)c3c(c2cc1Cl)CCCC3)C(=O)NCC1CCC(C(=O)O)CC1 (stereo not drawn)	1%	1%	-14%	16%	-7%	-4%	20%	3%	-37
O=C(/C=C/c1cccc(Br)c1)NCC1CCCCC1	-4%	0%	-12%	-27%	-6%	13%	6%	-3%	-21
CC(=O)[C@@H]1[C@@H]2C(=O)N(c3ccccc3F)C(=O)[C@@H]2[C@H]2c3ccccc3C=NN12	129%[activator]	-4%	6%	0%	-9%	-5%	-2%	-10%	21
C=CCN(c1cccc(C(F)(F)F)c1)S(=O)(=O)c1cccc(C(=O)OCC(=O)NC)c1	-12%	-4%	-18%	-24%[57.1 µM]	-10%	-4%	1%	-7%	-8
COCCN(C(=O)CNC(=O)c1ccco1)C(C(=O)NC1CCCC1)c1cccc(OC)c1 (stereo not drawn)	38%[activator]	2%	0%	-5%	-4%	i	13%	-5%	-2
Cc1ccc(CN(C)C(=O)COC(=O)CSc2ccc([N+](=O)[O-])cc2)cc1	?	.	-12%	.	.	8%	-5%	-5%	-23
OC1CCN(c2c3c(nc4cc(-c5ccc(Cl)cc5)nn24)CCC3)CC1	5%	-13%	-12%	-18%	-12%	4%	1%	-3%	-12
COc1cc(N(C(=O)Cc2cccs2)C(C(=O)NC2CCCCC2)c2ccc(C)cc2)ccc1-n1cnnn1 (stereo not drawn)	3%	-6%	-6%	-1%	-6%	0%	3%	-1%	4
CCCCC[C@H]1CN(Cc2ccc(OC)cc2)C(=O)[C@@H]1CC(=O)NCc1ccccc1	5%&8%	-8%	-15%	0%	-13%	-7%	-8%	-10%&-3%	.
COc1cccc(NC(=O)CN(C)CC(=O)Nc2ccc(C)c([N+](=O)[O-])c2)c1	40%[activator]	-8%	-19%	21%	-15%	1%	13%	-21%	-34
COc1ccc(C(=O)NCC2CCCN2S(=O)(=O)c2cccs2)cc1 (stereo not drawn)	42%[activator]	.	-4%	.	.	-2%	0%	-21%	0
CN(C)C(CNC(=O)CSc1nc2ccccc2c(=O)n1Cc1ccco1)c1ccccc1 (stereo not drawn)	6%	.	-12%	.	.	i	23%	-2%	-13
CC(C)[C@@H](N)C(=O)N/N=C/c1ccc2ncccc2c1	136%[activator]	-9%	-4%	4%	-6%	-5%	5%	-5%	5
CC(Nc1ccc(-c2nc(-c3ccncc3)no2)cc1[N+](=O)[O-])c1ccccc1 (stereo not drawn)	24%	-1%	-11%	?	-10%	i	.	4%	.
CCOC(=O)c1c(C)[nH]c(C(=O)OCC(=O)NCc2ccc(OC)c(OC)c2)c1C	-1%	.	-17%	.	.	-6%	-13%	-11%	4
COc1ccccc1NS(=O)(=O)c1cccc(C(=O)N/N=C2\CC(=O)CC(C)(C)C2)c1	15%	-2%	1%	8%	-7%	6%	3%	-7%	1
O=C(Cc1c(F)cccc1Cl)Nc1ccccc1N1CCCCC1	-14%	-4%	-10%	0%	-11%	2%	-9%	-12%	-28
CCn1c(=O)c(C(=O)Nc2ccccc2S(N)(=O)=O)c(O)c2ccccc21	12%	-2%	-8%	1%	?	-1%	3%	-24%	-7
Cc1nnc(SCc2nnc(-c3ccc(Cl)cc3)o2)n1-c1ccccc1	0%	-4%	-7%	38%	-12%	-7%	-3%	-9%	11
O=C(CSc1nnc(NC(=O)c2ccccc2)s1)NC1CCCC1	-14%	-3%	-8%	?	-2%	0%	53%	-1%	3
C=C(C)CSc1nc2sc3c(c2c(=O)n1Cc1ccccc1)CC(C)(CC)OC3 (stereo not drawn)	46%[activator]	-6%	-5%	-9%	-15%	i	.	-12%	-4
O=C(COC(=O)Cc1c[nH]c2ccccc12)Nc1cc(S(=O)(=O)N2CCOCC2)ccc1Cl	-16%	.	-13%	.	.	1%	24%	-10%	9
CCc1ccccc1NC(=O)Cn1nc(C(F)(F)F)cc1C1CC1	11%	-3%	-11%	10%	-8%	3%	-2%	-14%	0
CCOc1ccccc1NC(=O)c1cn(C2CCCC2)c(=O)c2c1c1ccccc1n2C	2%	-5%	-18%	0%	?	-10%	.	14%	4
CCNc1ncnc2c1cnn2C	85%[activator]	-4%	-16%	-8%	-3%	i	-1%	3%	-6

For convenience, seven of the compounds above.
SMILES	Pol iota inh	BLM helicase inh	POLH inh	POLB inh	Apoferritin bind	PGK inhibitor	APEX1 inh	POLK inh	RXFP1 antag
Cc1nnc(SCc2nnc(-c3ccc(Cl)cc3)o2)n1-c1ccccc1	0%	-4%	-7%	38%	-12%	-7%	-3%	-9%	11
O=C(CSc1nnc(NC(=O)c2ccccc2)s1)NC1CCCC1	-14%	-3%	-8%	?	-2%	0%	53%	-1%	3
C=C(C)CSc1nc2sc3c(c2c(=O)n1Cc1ccccc1)CC(C)(CC)OC3 (stereo not drawn)	46%[activator]	-6%	-5%	-9%	-15%	i	.	-12%	-4
O=C(COC(=O)Cc1c[nH]c2ccccc12)Nc1cc(S(=O)(=O)N2CCOCC2)ccc1Cl	-16%	.	-13%	.	.	1%	24%	-10%	9
CCc1ccccc1NC(=O)Cn1nc(C(F)(F)F)cc1C1CC1	11%	-3%	-11%	10%	-8%	3%	-2%	-14%	0
CCOc1ccccc1NC(=O)c1cn(C2CCCC2)c(=O)c2c1c1ccccc1n2C	2%	-5%	-18%	0%	?	-10%	.	14%	4
CCNc1ncnc2c1cnn2C	85%[activator]	-4%	-16%	-8%	-3%	i	-1%	3%	-6

Exported with two lines to a compound: 2 of the compounds above.
Every second line gives: Pol iota inh | BLM helicase inh | POLH inh | POLB inh | Apoferritin bind | PGK inhibitor | APEX1 inh | POLK inh | RXFP1 antag
CCCCC[C@H]1CN(Cc2ccc(OC)cc2)C(=O)[C@@H]1CC(=O)NCc1ccccc1
    5%&8% | -8% | -15% | 0% | -13% | -7% | -8% | -10%&-3% | .
COc1cccc(NC(=O)CN(C)CC(=O)Nc2ccc(C)c([N+](=O)[O-])c2)c1
    40%[activator] | -8% | -19% | 21% | -15% | 1% | 13% | -21% | -34

The listing continues:
SMILES	Pol iota inh	BLM helicase inh	POLH inh	POLB inh	Apoferritin bind	PGK inhibitor	APEX1 inh	POLK inh	RXFP1 antag
Nc1nc2ccc(Cl)cc2o1	20%	.	-20%	.	.	-13%	.	-11%	-1
O=C(CCCCCN1C(=O)[C@@H]2Cc3ccccc3CN2C1=O)Nc1cccc(F)c1	52%[activator]	-2%	-19%	-8%	-7%	0%	14%	-25%	-24
CC(SCC(=O)O)c1nc2ccccc2[nH]1 (stereo not drawn)	36%[activator]	-2%	-10%	-23%	2%	i	2%	-5%	3
CCN(CC)S(=O)(=O)c1ccc(C(=O)Nc2cccc(C)c2)cc1	2%	-11%	-7%	-2%	?	.	-8%	-4%	5
Cc1ccc(/C=C2/C(=O)N=C(N)N2C)s1	19%	2%	-12%	28%	-16%	-11%	13%	-13%	-12
COc1cccc(NC(=O)C(=O)NCCc2csc(-c3ccc(C)cc3)n2)c1	-5%	2%	-13%	6%	-22%	-6%	.	-2%[60.1 µM]	-11
O=C(COc1ccccc1)Nc1cc(C(F)(F)F)ccc1N1CCCC1	-3%	-9%	-16%	17%	5%	-5%	-4%	-3%	-28
COC(C[C@H]1O[C@H]1C(=O)[C@@H](C)OCc1ccccc1)OC	4%	.	-4%	.	.	4%	.	-1%	.
CCSc1nc2c(c(=O)n1-c1ccc(F)cc1)SCC2	?	0%	3%	0%	-10%	7%	0%	-4%	15
Cc1c(N(C)S(=O)(=O)c2cc(C(=O)Nc3ccccn3)ccc2Cl)c(=O)n(-c2ccccc2)n1C	-3%	.	-10%	.	.	i	30%	-10%	-11
COc1ccc(C#Cc2c(-c3ccccc3)n(-c3ccccc3)c3ccc(CO)cc23)cc1	9%	.	-15%	.	.	-5%	-8%	-7%	.
COc1ccc(NC(=O)CCS(=O)(=O)c2ccc3nc(C)sc3c2)cc1OC	21%	1%	-8%	17%	-13%	2%	-1%	-20%	-19
COc1ccc(CCNC(=O)CCc2cc(OC)c(OC)c(OC)c2)cc1OC	33%[activator]	-2%	-16%	7%	2%	-10%	28%	15%	6
Cc1nonc1OCCn1nnnc1N	7%	2%	-7%	37%	-7%	i	1%	14%	-4
CCOC(=O)C1CCN(C(=O)CCC(=O)NNc2nc3ccccc3c3nc(C)nn23)CC1	-17%	0%	-6%	52%	-9%	-3%	9%	-8%	-7
O=S(=O)(c1ccc2oc(=S)[nH]c2c1)N1CCCCC1	33%	-2%	-16%	-4%	-13%	-7%	1%	-11%	-4
CC(C)C[C@H](NC(=O)c1nc[nH]c1C(=O)N1CCNCC1)C(=O)OCc1ccccc1	?	.	-10%	.	.	0%	-1%	11%	.
O=C(NNC(=O)c1ccc2ncccc2c1)c1ccc(Cl)cc1	99%[activator]	-6%	-5%	2%	-5%	-1%	20%	-11%	-21
COc1ccc(NC(=O)CSC2CC(=O)N(c3ccc4c(c3)OCCO4)C2=O)cc1 (stereo not drawn)	17%	-7%	1%	0%	-11%	-8%	0%	-5%	-2
O=C(c1ccc2snnc2c1)N1CCOCC1	1%	-3%	9%	5%	-8%	.	-4%	-2%	0
COc1cc2c(cc1OC)C(c1ccccc1)N(C(=O)CSCC(=O)O)CC2 (stereo not drawn)	-2%	-7%	-9%	20%	1%	i	-3%	-17%	3
CCCCCC1CC(COc2ccccc2)OC1=O (stereo not drawn)	12%	-8%	-15%	29%	6%	5%	15%	-12%	-4

An excerpt (hit frequency here may not be typical).
